cytoskel mod: modifiers of F-actin cytoskeleton organization, primary screen, imaging, HUVEC, phalloidin staining, high-content imaging; HUVEC TNFa F-actin phalloidin imaging; inhibition, % at 2 µM; actives 0.18% (n = 91,000); AID 836, 2007;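 active = inhibition above the batch mean plus 3 SD and confirmed as a hit by visual image inspection, cut at about 30% in these data, passing the limit was not always enough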; note: strong numbers were not always called active
HUVEC tox TNFa: cytotoxicity in TNFa-stimulated HUVEC, primary screen, cytotoxicity control for VCAM1 expression modulator project, imaging, Hoechst nuclei count; HUVEC TNFalpha-stimulated, Hoechst cell count; actives 0.17% (n = 93,000); cell count reduction, % at 2 µM;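 active = cell count reduction exceeding the screen mean by over 5 SD, scaled to untreated wells per plate, cut at about 78% in these data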;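 note: cells counted after 24 h of TNF alpha exposure following the 1 h pretreatment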
Ecoli WT expand: growth inhibitors of wild-type E. coli, primary screen, strain BW25113, expanded library, OD600 | growth inhibition, % at 100 µM | actives 0.15% (n = 98,000) | OD600 absorbance;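 active = growth inhibition above about 50% at one test dose, limit read from the data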;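 note: growth measured after 20 h incubation at 37 °C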
DAT uptake mod: changed hDAT dopamine uptake under cocaine IC80, either direction, primary screen, cocaine antagonist project, cell-based, LLC-PK1 hDAT, [14C]-dopamine uptake, MLSMR; actives 1.3% (n = 110,000); LLC-PK1 hDAT cells, [14C]-dopamine uptake with cocaine IC80; actives deviate in either direction; B-score at 10 µM;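 active = Z score or B-score, a plate-position-corrected score, falls beyond the plate's 99.7% confidence bounds, in either direction; inactive = both scores lie inside the 99.7% bounds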;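 note: scored against the spread of the other compound wells on the same plate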
VCAM1 TNFa inh: inhibitors of TNFa-induced VCAM1 expression, primary screen, imaging, HUVEC, TNFa stimulus, immunofluorescence; HUVEC TNFa-induced VCAM-1 immunofluorescence, high-content imaging; inhibition, % at 2 µM; actives 0.48% (n = 95,000); AID 802, 2007;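 active = inhibition above the batch mean plus 3 SD, with images confirmed as a hit by eye, cut at about 37% in these data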;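 note: 0% = TNF-stimulated DMSO wells and 100% = unstimulated control wells; not every result past the cut was called active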
sEH inhibitor: soluble epoxide hydrolase inhibitors, primary screen, biochemical, human sEH | recombinant human sEH enzymatic activity assay | actives 0.34% (n = 91,000) | inhibition, % at 2 µM | Bifunctional epoxide hydrolase 2 (Homo sapiens), P34913; in the data active = inhibition above about 80%; note: values of inactives mirror those of a sister screen read the other way; many of its hits are not listed in these tables
Target sequence (P34913 whole entry, looked up): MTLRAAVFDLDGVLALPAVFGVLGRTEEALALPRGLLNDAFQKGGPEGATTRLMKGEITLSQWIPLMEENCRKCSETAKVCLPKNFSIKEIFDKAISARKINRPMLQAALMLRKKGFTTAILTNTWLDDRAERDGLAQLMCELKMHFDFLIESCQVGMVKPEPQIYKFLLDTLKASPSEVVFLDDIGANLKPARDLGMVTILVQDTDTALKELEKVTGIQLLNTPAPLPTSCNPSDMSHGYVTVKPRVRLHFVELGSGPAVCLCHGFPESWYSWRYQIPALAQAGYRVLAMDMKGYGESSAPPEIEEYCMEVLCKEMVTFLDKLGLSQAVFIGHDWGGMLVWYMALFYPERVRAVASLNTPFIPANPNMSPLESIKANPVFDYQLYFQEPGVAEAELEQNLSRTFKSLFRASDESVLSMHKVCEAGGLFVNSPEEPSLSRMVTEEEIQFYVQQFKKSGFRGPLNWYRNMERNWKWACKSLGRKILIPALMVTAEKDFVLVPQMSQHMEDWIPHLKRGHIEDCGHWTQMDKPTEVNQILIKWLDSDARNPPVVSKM
PLK1 PBD inh: Plk1 polo box domain binding inhibitors, primary screen, biochemical, fluorescence polarization | Plk1 PBD phosphopeptide binding | actives 0.13% (n = 97,000) | inhibition, %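 (tested at about 20 µM)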; in the data active = inhibition above about 34%, passing the limit was not always enough
IL1B cytotox: cytotoxicity in IL-1B stimulated HUVEC, primary screen, cytotoxicity control for IL-1B NFkB translocation project, imaging, Hoechst nuclear count, IL-1B stimulus | cell count reduction, % at 2 µM | HUVEC cell count loss | actives 0.41% (n = 94,000);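 active = cell count reduction more than 3 SD above the screen-wide mean, cut at about 70% in these data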;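 note: normalized per plate to untreated control cells as the no-loss baseline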
PLK1 inh: human PLK1 kinase inhibitors, primary screen, biochemical, TR-FRET | Serine/threonine-protein kinase PLK1 (Homo sapiens), P53350 | recombinant PLK1 kinase, TR-FRET peptide phosphorylation | inhibition, % at 10 µM | actives 0.53% (n = 97,000) | AID 619, 2007;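 active = inhibition of 50% or more in the single-concentration screen; inactive = inhibition below 50%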;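 note: 0% = DMSO max control and 100% = H-89 dihydrochloride min control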
Numbers without * were called inactive; nt = no result given. Outcome played no part in choosing rows; overall some 3.4% were active at least once.

Values run as follows: cytoskel mod	PLK1 inh	Ecoli WT expand	PLK1 PBD inh	IL1B cytotox	sEH inhibitor	VCAM1 TNFa inh	HUVEC tox TNFa	DAT uptake mod
O=C(OC(C(=O)NC1CCCCC1)c1ccccn1)c1cccs1 (stereo unspecified)
 : 10	-5	4	-12	-2	0	18	1	-0.079
CCOc1ccccc1N(C(=O)c1ccco1)C(C(=O)NC1CCCC1)c1cccnc1 (stereo unspecified)
 : -10	-12	5	18	-9	24	26	4	0.0028
Cc1cccc(-c2noc(CCCC(=O)Nc3ccc(C(N)=O)cc3)n2)c1
 : -2	1	-1	0	12	0	21	3	0.37
CCOC(=O)C1=C(CSc2nc3c(cc2C#N)CN(C)CC3)OC(N)=C(C#N)C1c1ccc(F)cc1 (stereo unspecified)
 : 3	6	4	-42	19	-11	8	-18	-0.65
O=C(OC(C(=O)NC1CCCCC1)c1ccccc1)c1ccco1 (stereo unspecified)
 : 5	-5	nt	-12	-8	6	5	-9	1.8
CC(C)CNS(=O)(=O)c1ccc(CCC(=O)O)cc1
 : -10	-9	3	-5	-9	-13	6	-21	-0.42
CN(C)c1ccc(CN2CCCCC2)cc1
 : 12	-12	-10	2	7	-5	-2	2	-1
CCC(C)c1cc(S(=O)(=O)N2CCOCC2)ccc1OC (stereo unspecified)
 : 6	-5	10	-12	-50	1	10	-25	0.028
CN(C)C(=O)CN1C(=O)C2CCCCN2C(=O)c2ccccc21 (stereo unspecified)
 : 10	-8	-3	7	-7	2	-1	-40	-1.3
COc1cc(/C=N/n2cnnc2)ccc1OC(=O)c1ccncc1
 : 5	6	0	-3	-15	2	20	-23	0.28
Cc1ccc(C(c2nnnn2C2CCCC2)N2CCN3CCCC3C2)cc1 (stereo unspecified)
 : 40	-7	10	-13	-27	-15	0	-20	-0.53
CCN(CC)c1cc(C(F)(F)F)nc(-c2ccccn2)n1
 : 3	-11	6	3	-12	-4	7	3	0.39
CC(=O)Nc1ccc(Oc2cc(C#N)c(C#N)cc2N2CCCCCC2)cc1
 : 24	-11	3	17	-7	20	1	-22	2.1
Cc1cc(C(C)(C)C)ccc1OCCn1ccnc1
 : 2	-4	14	-25	4	-15	-2	-10	0.029
O=S1(=O)CCC(NCC2CCCO2)C1 (stereo unspecified)
 : -9	-8	-3	3	-37	7	-5	-3	-0.88
CCOC(=O)CNC(=O)Cn1cnc2c(nnn2-c2ccc(F)cc2)c1=O
 : 25	-6	3	0	4	-7	-4	-20	0.36
Cc1ccc(-c2nnc3ccc(SCC(=O)Nc4cc(C)on4)nn23)cc1
 : 66*	6	-4	-12	-16	2	5	24	0.11
Cc1ncoc1C(=O)Nc1nccs1
 : 30	1	-8	24	-38	-17	-4	-37	0.19
Cc1ccc(-c2cc(N)n(-c3ccccc3)n2)cc1
 : -12	-12	-3	16	-18	nt	-1	-9	1.1
CCOC(=O)c1c(C)oc2ccc(OCC(N)=O)cc12
 : -10	3	4	0	2	12	10	8	1.3

Sorted by value in PLK1 inh (smallest number first): 3 of the compounds above.
Molecule	PLK1 inh
Cc1ccc(C(c2nnnn2C2CCCC2)N2CCN3CCCC3C2)cc1 (stereo unspecified)	-7
CCOC(=O)CNC(=O)Cn1cnc2c(nnn2-c2ccc(F)cc2)c1=O	-6
CCOC(=O)c1c(C)oc2ccc(OCC(N)=O)cc12	3

Returning to the listing; the 4 compounds before the break are reprinted first.
Values run as follows: cytoskel mod	PLK1 inh	Ecoli WT expand	PLK1 PBD inh	IL1B cytotox	sEH inhibitor	VCAM1 TNFa inh	HUVEC tox TNFa	DAT uptake mod
Cc1ccc(-c2nnc3ccc(SCC(=O)Nc4cc(C)on4)nn23)cc1
 : 66*	6	-4	-12	-16	2	5	24	0.11
Cc1ncoc1C(=O)Nc1nccs1
 : 30	1	-8	24	-38	-17	-4	-37	0.19
Cc1ccc(-c2cc(N)n(-c3ccccc3)n2)cc1
 : -12	-12	-3	16	-18	nt	-1	-9	1.1
CCOC(=O)c1c(C)oc2ccc(OCC(N)=O)cc12
 : -10	3	4	0	2	12	10	8	1.3
CC(NC(=O)Cn1c(=O)[nH]c2ccsc2c1=O)C12CC3CC(CC(C3)C1)C2 (stereo unspecified)
 : 16	-8	-6	-15	4	4	-3	-31	-0.036
Cc1nc(N(C)Cc2ccccc2)c2nnn(Cc3ccccc3)c2n1
 : -1	0	-14	19	16	19	-1	-5	1.1
COC(=O)CSc1nnc(-c2ccccc2O)n1-c1ccc(C)cc1
 : -51	-7	1	22	-1	-27	14	-17	0.4
N#Cc1ccc(Cn2c(=O)c(C#N)c3n(c2=O)CCC3)cc1
 : -33	-13	0	18	-20	-10	3	2	-0.63
COc1ccc(CN(CCC#N)C(=S)NC(=O)c2ccccc2)cc1
 : -11	-18	1	-3	31	-8	-8	9	-0.19
CCOc1c2ccc(C(=O)NCCCCc3ccccc3)cc2nn1C
 : 8	-12	9	-7	-9	-2	5	-9	1.6
COc1ccc(CCN=CC2=C(O)CC(C)(C)CC2=O)cc1
 : 7	-2	-3	-6	-2	0	-10	2	-0.82
CCOC(=O)NC(CC(=O)O)c1ccc(OC)cc1 (stereo unspecified)
 : 4	19	-10	1	2	-7	-16	40	0.47
COc1ccc(S(=O)(=O)N2CCCC2C(=O)Nc2nccs2)cc1 (stereo unspecified)
 : -8	-2	4	-32	1	-12	-15	nt	-0.027
CCCCSc1nnc([C@@H]2CCCN2C(=O)OC(C)(C)C)o1
 : -4	-8	-2	-11	-33	8	-26	4	-0.13
Cc1ccc(S(=O)(=O)Nc2cc(C(=O)N3CCOCC3)ccc2N2CCCCC2)cc1
 : -14	-11	-3	3	0	-2	-18	-5	0.66
c1ccc(-n2nnnc2SCc2cccc3nsnc23)cc1
 : -41	9	-12	-11	-18	4	0	1	-0.12
CC(=O)/C=C1/SC(CC(=O)O)C(=O)N1c1ccccc1 (stereo unspecified)
 : -3	-7	nt	6	-2	-3	-23	7	-1.5
Cc1c(NC(=O)c2coc(=O)c(Br)c2)c(=O)n(-c2ccccc2)n1C
 : 2	-4	4	-1	-7	-9	4	-8	-0.051
Cc1ccc(Nc2nc(=O)c3cccnc3s2)cc1
 : 8	-8	-4	-3	7	-4	20	-9	-1.2
COc1ccc(NC(=O)CC2C(=O)N(c3ccc(Cl)cc3)C(=S)N2CCc2ccncc2)cc1 (stereo unspecified)
 : -14	18	-3	-19	-5	-14	5	5	0.54
CCN1CCN(c2ncnc3c2nnn3Cc2ccccc2)CC1
 : nt	3	8	-21	-38	-12	6	-45	1.6
COc1ccc2c(c1)Cc1sc(NC(C)=O)nc1-2
 : -6	-7	0	4	16	-5	-10	-1	0.16
CCCCC(c1nnnn1CC1CCCO1)N1CCN(c2nc3ccccc3s2)CC1 (stereo unspecified)
 : 2	-3	-17	-4	17	nt	15	-4	-0.15
CC1=NN(c2ccc(N)cc2)C(=O)C1
 : 3	-8	-4	-22	3	-3	0	-7	-0.1
CCN1C(=O)/C(=C2/C=CC=CN2C)SC1=S
 : 27	-10	-1	19	-10	-26	7	-32	-1.8
Cc1ccc(C(=O)Cn2nnc(-c3ccccc3-n3cnnn3)n2)cc1
 : 22	0	-9	15	29	nt	8	-46	-0.00027
COc1ccc(Cc2nnc(NC(=O)Cn3cnc4c3c(=O)n(C)c(=O)n4C)s2)cc1OC
 : 12	-16	4	-6	10	-7	-10	-2	-0.38
CC1Cc2ccccc2N1C(=O)CSc1nnc(-c2ccccc2)c(-c2ccccc2)n1 (stereo unspecified)
 : -6	-9	-5	-15	-29	5	-3	-11	0.17
COc1ccc(Cn2c(C3CC3)nc3ccc(NC(=O)C4CC4)cc3c2=O)cc1
 : 7	-9	-4	3	9	12	-10	5	0.73
CCC(=O)N1CCc2cc(S(=O)(=O)NC(C(=O)Nc3cccc(C)n3)C(C)C)ccc21 (stereo unspecified)
 : -8	-8	-6	12	-16	nt	1	-12	-2.4
O=C(OCc1cc(Cl)ccc1OC(F)F)c1cc(S(=O)(=O)O)ccc1O
 : -1	3	5	-7	-1	12	-7	-44	-0.37
CC1(C)CC(=O)C2=C(C1)NC(Nc1nc3ccccc3o1)=NC21CCCC1
 : -9	-11	-6	14	-24	3	11	2	-0.81
Cc1ccc(C(C)C)c(OCC(=O)Nc2ccc3c(c2)nc(CN2CCCC2)n3C)c1
 : 25	0	-3	-26	2	7	-10	-16	0.58
Cc1ccc(NC(=O)CN2C(=O)S/C(=C\c3cccn3-c3cccc(C(=O)O)c3)C2=O)c(C)c1
 : -19	-8	-4	1	-25	1	11	6	1.4
O=C(Nc1ccccc1)C1CC(=O)N(c2ccc3c4c(cccc24)CC3)C1 (stereo unspecified)
 : 28	-11	1	-7	-19	-1	-12	5	-0.2
Cc1oc(C)c(C(N)=O)c1C(N)=O
 : -11	-7	6	-4	7	1	-7	2	-0.52
COC(=O)Cn1c(C)nc2ccccc21
 : -13	-8	1	25	-27	7	6	17	-0.92

Quoted at random: four compounds from above.
Values run as follows: cytoskel mod	PLK1 inh	Ecoli WT expand	PLK1 PBD inh	IL1B cytotox	sEH inhibitor	VCAM1 TNFa inh	HUVEC tox TNFa	DAT uptake mod
CCC(=O)N1CCc2cc(S(=O)(=O)NC(C(=O)Nc3cccc(C)n3)C(C)C)ccc21 (stereo unspecified)
 : -8	-8	-6	12	-16	nt	1	-12	-2.4
Cc1cc(C(C)(C)C)ccc1OCCn1ccnc1
 : 2	-4	14	-25	4	-15	-2	-10	0.029
COc1ccc(Cn2c(C3CC3)nc3ccc(NC(=O)C4CC4)cc3c2=O)cc1
 : 7	-9	-4	3	9	12	-10	5	0.73
CCOC(=O)CNC(=O)Cn1cnc2c(nnn2-c2ccc(F)cc2)c1=O
 : 25	-6	3	0	4	-7	-4	-20	0.36

Source: PubChem BioAssay (several laboratories)
